Hsp70 inhibitors: Hsp70 inhibitors, probe displacement, primary screen, biochemical, fluorescence polarization (AID 583); Hsp70 fluorescence polarization probe displacement, mP; higher % means a stronger effect; displacement, % at 20 µM; hits with a dose series show IC50 in µM; hit rate 0.06% among 140,000; in the data active = displacement above about 50%;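 note: plate controls were vehicle for no effect and reference ligand for full effect; a part of the inactive calls stands beside numbers as strong as those of hits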
MKP-3 inhibition: MKP-3 phosphatase inhibitors, primary screen, biochemical, rat enzyme, in vitro (AID 425); recombinant MKP-3 phosphatase activity, fluorescence; higher % means a stronger effect; inhibition, % at 20 µM, or IC50 in µM where a hit was titrated; hit rate 0.17% among 110,000; in the data active = inhibition above about 50%;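 note: plate controls were vehicle for no effect and reference inhibitor for full effect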
Active calls of the source: *; / = not tested or not shown; & = joins results of further samples. A portion of the library; count on the stated rates, not on these rows.

molecule	Hsp70 inhibitors	MKP-3 inhibition
COc1cccc(-n2c(SCC(=O)OC(C)C)nnc2-c2cccnc2)c1	7.7%	-6.3%
CC1(C)CC(=O)C(C=NCC2CCN(C(=O)Nc3ccccc3)CC2)=C(O)C1	6.1%&-1.3%	-9.1%&1.2%
CCCCCCC1CCC(C(=O)NC(CCSC)C(=O)NC(C(=O)OC)C(C)C)CC1 (centres undefined)	-5.5%	/
COc1ccc(NC(=O)CSc2ccccc2)c(OC)c1	-0.4%	/
CCCOc1ccc(N2C(=O)CC(N3CCN(c4ccccc4)CC3)C2=O)cc1 (centres undefined)	-1.0%	0.3%
CCc1cccc(C)c1N(C(=O)Cn1c(CO)nc2ccccc21)C(C)COC (centres undefined)	-4.2%	/
CC(C)(C)C(=O)Nc1ccc(-c2nc3ccccc3o2)cc1	10.2%	0.5%
C#CCOc1nc(OCC#C)nc(OCC#C)n1	-2.8%&-2.3%	-9.4%&-0.2%
CCCC(C)NS(=O)(=O)c1cc(Cl)ccc1Cl (centres undefined)	4.5%	-1.4%
O=C(C1CCC1)N1CCc2cc(S(=O)(=O)NCC3COc4ccccc4O3)ccc21 (centres undefined)	-0.2%	1.0%
Cc1ccc(C(=O)CC2(O)C(=O)N(C)c3ccccc32)o1 (centres undefined)	-0.3%	3.2%
NS(=O)(=O)c1ccc(NC=C2C(=O)OC3(CCCCC3)OC2=O)cc1	-0.5%	-2.0%
COC(=O)c1ccc(C(=O)OC)c(NC(=O)c2ccccc2OC)c1	-6.6%	5.0%
O=C(NC(O)C(=O)c1ccccc1)c1cccs1 (centres undefined)	-0.4%	2.4%
O=c1c2ccccc2[nH]c(=S)n1Cc1cccnc1	9.2%	-8.5%
COc1cccc(C(=O)N2CCN(C3CCN(Cc4ccccc4)CC3)CC2)c1	-1.6%	/
CCNc1sc(C(=O)c2cccs2)c(N)c1-c1nc2ccccc2s1	10.1%	-1.6%
Cc1onc(-c2ccccc2)c1C(=O)Nc1ccccc1F	1.1%	0.2%
CC12c3ccccc3C(c3ccccc31)C1C(=O)N(c3cccc([N+](=O)[O-])c3)C(=O)C12 (centres undefined)	0.2%	-6.2%
N#CC1=C(N)SC(N)=C(C#N)C1c1ccnc2ccccc12	-39.2%	4.8%
Cc1cc(OCC(=O)Nn2cnnc2)ccc1Br	2.1%	-7.9%
O=C1C(=O)N(c2cccnc2)C(c2ccc(O)cc2)/C1=C(\O)c1ccc(Cl)cc1 (centres undefined)	-5.2%	4.4%
O=C(Nc1ccccc1OC(F)F)c1ccc(Br)o1	4.5%	-2.2%
COc1ccc(NS(=O)(=O)c2ccc(NC(=S)NC(=O)C34CC5CC(CC(C5)C3)C4)cc2)nn1	-4.1%	1.0%

Compound profiles, as listed above. Order of values: Hsp70 inhibitors	MKP-3 inhibition
C#CCOc1nc(OCC#C)nc(OCC#C)n1 as listed: -2.8%&-2.3%	-9.4%&-0.2%
Cc1cc(OCC(=O)Nn2cnnc2)ccc1Br as listed: 2.1%	-7.9%
N#CC1=C(N)SC(N)=C(C#N)C1c1ccnc2ccccc12 as listed: -39.2%	4.8%
COc1ccc(NC(=O)CSc2ccccc2)c(OC)c1 as listed: -0.4%	/
CCc1cccc(C)c1N(C(=O)Cn1c(CO)nc2ccccc21)C(C)COC (centres undefined) as listed: -4.2%	/

(list continues)
molecule	Hsp70 inhibitors	MKP-3 inhibition
Cc1cc(C(=O)CSc2nnc(-c3ccco3)o2)c(C)n1CC1COc2ccccc2O1 (centres undefined)	0.3%	-5.2%
COc1ccc(-c2nnc3n2N=C(c2cccc(Br)c2)CS3)cc1OC	-1.7%	8.5%
CCN(CC)CCCN1C(=O)C(=O)/C(=C(/O)c2ccc3c(c2)CC(C)O3)C1c1ccncc1 (centres undefined)	4.4%	1.5%
Cc1ccc(NC(=O)C(C)Sc2ccc(Cl)cc2)c(C)c1 (centres undefined)	-0.9%	1.1%
Cc1cc(C)c(S(N)(=O)=O)c(C)c1-n1cnnn1	2.3%	-9.2%
CCOc1ccc(C(=O)N(Cc2ccc(N(C)C)cc2)C2CCS(=O)(=O)C2)cc1 (centres undefined)	3.0%	4.8%
O=c1[nH]c(=S)n(-c2ccc(Cl)c(Cl)c2)c(O)c1/C=C1\C=CC=N1	2.8%	-1.1%
COc1ccc(C2/C(=C(/O)c3ccccc3)C(=O)C(=O)N2c2cccc(OC)c2)cc1 (centres undefined)	0.5%	-1.8%
CC1CCOC(c2cccc([N+](=O)[O-])c2)O1 (centres undefined)	-3.3%	-3.9%
CC(C)Cn1c(N)c(C(=O)COC(=O)C2CCCCC2)c(=O)n(C)c1=O	3.0%	0.5%
COc1cccc(C(C(=O)NCc2ccco2)N(Cc2ccco2)C(=O)Cn2nnc3ccccc32)c1 (centres undefined)	5.9%	/
O=P(O)(O)CP(=O)(O)O	1.3%	-9.2%
CCOC(=O)N1CCN(S(=O)(=O)c2ccc(C)c(C)c2)CC1	2.5%	-9.2%
Clc1ccc(-c2nc3ccc(N=Cc4ccco4)cc3[nH]2)c(Cl)c1	-6.3%	6.2%
c1ccc(CCNc2nnnn2-c2ccccc2)cc1	5.5%	/
O=C(CSCc1nc2ccccc2[nH]1)N1CCN(c2ccc(F)cc2)CC1	-5.7%	-3.2%
COc1ccccc1/C=C1\SC(=S)N(C(Cc2ccccc2)C(=O)O)C1=O (centres undefined)	5.0%	0.7%
COC(=O)c1ccc(/C=C2/C(=O)NN(c3ccccc3)C2=O)cc1	2.4%	0.0%
CN(C)S(=O)(=O)c1cccc(C(=O)Nc2ccccc2Cl)c1	-5.8%	/
Nc1c(C(=O)Nc2ccc(Cl)cc2)oc2ccccc12	-3.4%	-0.4%
COc1ccccc1NC(=O)c1cc(Sc2nncn2C)nc2ccccc12	-1.3%	-6.3%
CCSc1nnc(NC(=O)C(C(F)(F)F)C(F)(F)F)s1	-17.3%	2.1%
CCc1nc2ccccc2n1CC(=O)N(C(C)CC)C1CCS(=O)(=O)C1 (centres undefined)	-3.1%	-2.1%
Cc1onc(-c2ccccc2Cl)c1C(=O)NCCn1c(C)cc2ccccc21	/	9.2%
CSc1cccc(NC(=O)COc2ccccc2)c1	-0.2%	-10.6%
Cc1cccc(CCNC(=O)c2nnc(Cc3ccc(Cl)cc3)o2)c1	0.6%	-0.8%
O=C(Oc1ccc(NS(=O)(=O)c2ccccc2)cc1)c1ccc(Cl)cc1	4.8%	-4.5%
Cc1nn(-c2ccccc2)c2c1C1(C(=O)N(C)c3ccccc31)C(C#N)=C(N)O2 (centres undefined)	1.0%	-5.6%
CCOC1=NC(C(F)(F)F)(C(F)(F)F)N=C(N=C(SC)SC)O1	-1.2%	-2.6%
O=C(CSc1nc2c(cnn2-c2ccc(F)cc2)c(=O)[nH]1)N1CCCCCC1	-2.3%	-8.8%
CCc1c(C)sc(NC(=O)C(C)Oc2cccc(Cl)c2)c1C(N)=O (centres undefined)	-2.8%	2.9%
Cc1nn(Cc2ccccc2)c(Cl)c1C(=O)OCc1nnc(-c2ccc(Cl)cc2)o1	-1.8%	-16.7%

Sorted by the number under Hsp70 inhibitors (lowest first): some entries from above
molecule	Hsp70 inhibitors	MKP-3 inhibition
CCc1c(C)sc(NC(=O)C(C)Oc2cccc(Cl)c2)c1C(N)=O (centres undefined)	-2.8%	2.9%
CSc1cccc(NC(=O)COc2ccccc2)c1	-0.2%	-10.6%
Cc1nn(-c2ccccc2)c2c1C1(C(=O)N(C)c3ccccc31)C(C#N)=C(N)O2 (centres undefined)	1.0%	-5.6%
O=C(Oc1ccc(NS(=O)(=O)c2ccccc2)cc1)c1ccc(Cl)cc1	4.8%	-4.5%

(next part)
molecule	Hsp70 inhibitors	MKP-3 inhibition
c1ccc2c(N3CCCCC3)nc(N3CCCCC3)nc2c1	3.8%	-1.7%
Cc1ccc(C(C)C)c(OCC(=O)Nc2ccc(O)c(-c3nc4ccccc4o3)c2)c1	-0.1%	-4.8%
Cc1cccc(-n2c(C)cc(/C=N/NC(=O)c3ccc(CN4CCOCC4)cc3)c2C)c1	-0.2%	5.9%
O=C(c1ccc(Cl)cc1)N1CCN(c2ccc([N+](=O)[O-])cc2C(F)(F)F)CC1	-1.6%	4.1%
Cc1ccc(-c2nnn(CC(=O)N3c4ccccc4CCc4ccccc43)n2)cc1	-1.6%	/
Cc1sc(NC(=O)c2sc3ccccc3c2Cl)c(C#N)c1C	-2.8%	-0.1%
O=C(NCCOc1ccc(Cl)cc1)c1ccc([N+](=O)[O-])cc1	-1.2%	2.4%
CC(C)Sc1nc2ccc(N3C(=O)c4ccccc4C3=O)cc2s1	-1.3%	3.6%
CCc1ccc(-n2c(C)cc(C=C(C#N)C#N)c2C)cc1	0.6%	4.2%
Cc1cc(OCCCCCNCCO)ccc1Cl	1.3%	4.6%
CCOC(=O)N1CCN(c2c(N3CCC(N4CCCCC4)CC3)c(=O)c2=O)CC1	-0.9%	4.0%
COc1ccc(NC(c2ccccc2)c2ccncc2)cc1 (centres undefined)	5.2%	-1.5%

Of the compounds above, these contain a CF3 group.
molecule	Hsp70 inhibitors	MKP-3 inhibition
CCSc1nnc(NC(=O)C(C(F)(F)F)C(F)(F)F)s1	-17.3%	2.1%
CCOC1=NC(C(F)(F)F)(C(F)(F)F)N=C(N=C(SC)SC)O1	-1.2%	-2.6%
O=C(c1ccc(Cl)cc1)N1CCN(c2ccc([N+](=O)[O-])cc2C(F)(F)F)CC1	-1.6%	4.1%
